MPTP block: permeability transition pore inhibition; isolated mouse mitochondria, Ca2+ swelling absorbance, 30 min; inhibition, % at 10 µM; 1.4% of 360,000 active; AID 602449;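 active = inhibition of 50% or more, scaled per plate between neutral and stimulator controls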;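 also: 0% = DMSO wells given calcium and 100% = 1 mM EGTA wells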
MIN6 prolif: induces beta-cell replication in MIN6 cells; MIN6 cells proliferation, ATPlite luminescence, 48 h; cells starved in 0.2% serum; 100% = growth in 10% serum; proliferation, % at 10 µM; 0.29% of 330,000 active; AID 2380;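 active = compounds whose signal lies at least 3.5 SD above the mean of all wells on their plate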;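 also: 0% = DMSO-treated cells in low-serum medium and 100% = 10% serum control; some compounds called inactive have numbers as strong as hits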
tim23-1 inh: tim23-1 yeast growth inhibition | 1.3% of 330,000 active | S. cerevisiae tim23-1 growth, BacTiter-Glo luminescence, 24 h | inhibition, % at 20 µM | AID 463212;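 active = growth inhibition of the mutant yeast at or above 50%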;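 also: temperature-sensitive mutant grown at 25 °C; plate controls were DMSO-treated mutant yeast for no effect and medium wells lacking yeast for full effect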
APJ antagonist: antagonists of human APJ apelin receptor; inhibition, % at 20 µM; P35414; CHO-K1 APJ beta-arrestin complementation, luminescence; 0.32% of 330,000 active;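 active = inhibition above about 40% at 20 µM, limit read from the data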;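 also: cells challenged with 10 nM apelin-13 agonist together with compound; plate controls were apelin-13 plus DMSO wells for no effect and DMSO wells lacking apelin-13 for full effect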
Target sequence (P35414 whole entry, looked up): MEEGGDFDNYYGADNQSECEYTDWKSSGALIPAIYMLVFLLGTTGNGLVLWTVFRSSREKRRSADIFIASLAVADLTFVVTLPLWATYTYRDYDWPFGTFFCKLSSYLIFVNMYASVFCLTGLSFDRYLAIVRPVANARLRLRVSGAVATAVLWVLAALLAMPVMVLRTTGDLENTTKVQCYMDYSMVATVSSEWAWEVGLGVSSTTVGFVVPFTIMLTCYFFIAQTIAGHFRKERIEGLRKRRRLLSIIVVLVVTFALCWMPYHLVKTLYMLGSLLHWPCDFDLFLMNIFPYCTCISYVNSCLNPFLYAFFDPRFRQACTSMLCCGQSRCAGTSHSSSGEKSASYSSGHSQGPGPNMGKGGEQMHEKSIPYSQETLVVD
tim10-1 inh: growth inhibitors of tim10-1 mutant yeast | S. cerevisiae tim10-1 ts strain growth, BacTiter-Glo, 24 h | inhibition, % at 20 µM | 2.2% of 330,000 active | AID 463190;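 active = inhibition of at least 40%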;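 also: mutant grown at 25 °C; 0% = DMSO wells with yeast and 100% = wells holding no yeast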
TIM10 inh: growth inhibitors of TIM10 yeast strain; inhibition, % at 10 µM; 1.4% of 330,000 active; S. cerevisiae TIM10 strain growth, BacTiter-Glo luminescence, 24 h; AID 463195;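 active = inhibition of 40% or more at the single tested concentration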;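 also: wild-type TIM10 isogenic control strain grown at permissive 25 °C; 0% = DMSO yeast wells and 100% = minimal medium wells without yeast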
APJ ag: APJ receptor agonism; CHO-K1 APJ PathHunter beta-arrestin, luminescence; 0% DMSO wells, 100% apelin; activation, % at 20 µM; P35414; AID 2520; 0.11% of 330,000 active;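 active = activation more than six SD over the plate average, tested at 20 µM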;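 also: 0% = DMSO alone and 100% = apelin-13 at 10 nM; some results filed as inactive read as strong as hits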
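system = engineered CHO-K1 APJ arrestin reporter cells | input = 1000 cells per well | timing = overnight seeding, 90 min compound at 25 °C, 1 h detection | measured by = enzyme-fragment complementation luminescence | read-out = beta-arrestin recruitment to APJ as agonist activity, luminescent signal | control set = negative DMSO alone, positive Apelin-13 at 10 nM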
NLRP3 yeast inh: inhibitors of NALP3 inflammasome in yeast | Yeast reconstituted NLRP3/ASC/caspase-1, beta-gal luminescence, 24 h | inhibition, % at 10 µM | 0.39% of 330,000 active | AID 2825;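 active = inhibition of 50% or more; inactive = inhibition below 50%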;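 also: plate controls were induced DMSO wells for no effect and uninduced yeast grown without galactose for full effect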
NR3A LBD binder: modulates the human NR3A ligand-binding domain. NR3A LBD differential scanning fluorimetry, Tm shift; 0% = protein alone, 100% = glycine-bound protein. Tm shift relative to glycine control, % at 25 µM. 2.5% of 340,000 active. AID 1259313;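 active = melting temperature shift of at least 10% of the positive control shift, at one fixed dose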
An asterisk follows results filed as active; nt = not tested or not shown.

SMILES	MPTP block	MIN6 prolif	tim23-1 inh	APJ antagonist	tim10-1 inh	TIM10 inh	APJ ag	NLRP3 yeast inh	NR3A LBD binder
CC(=O)Nc1c2c(nn1-c1ccccc1)CS(=O)C2 (stereo not given)	-1.7	-1	0	-7	-7	-5	-2	22	-2
CCOC(=O)C1(CCOc2ccccc2)CCN(Cc2ccc(OC)c(O)c2)CC1	9.0	-5	10	-4	21	9	2	8	2
COc1ccc(C(CNC(=O)c2ccc(S(=O)(=O)N3CCCC3)cc2)N2CCOCC2)cc1 (stereo not given)	2.4	-1	2	13	-7	-15	-2	-14	0
NNc1nc2ccc(Cl)cc2s1	3.1	0	43	-1	3	-13	1	18	-4
CCOc1ccc(NC(=O)CSc2nnc(CCNC(=O)c3ccc(OC)cc3)n2CC)cc1	-1.8	0	3	17	16	5	-2	1	6
Cc1ccc2nc(C)cc(C(=O)OCC(=O)Nc3cccnc3Cl)c2c1	0.2	-1	4	-18	21	-9	-1	7	-6
O=C(NCC1CC1)Nc1ccc(Cl)cc1	2.3	-2	-3	3	-8	-2	-2	15	3
CC(C)NCCCCOc1ccc(Br)cc1Cl	-1.8	-3	8	23	13	10	2	20	0
CCOc1ccc(C(=O)NCC(=O)NCCOc2ccc(C)cc2)cc1	-0.7	-2	6	10	5	6	0	19	1
Cc1cccc(Cn2c(N3CCN(CCO)CC3)nc3c2c(=O)[nH]c(=O)n3C)c1	0.5	-3	14	-6	8	7	0	13	2
COc1cccc(C2c3[nH]c4ccccc4c3CCN2Cc2cnn(C)c2)c1 (stereo not given)	0.1	-2	3	-6	11	-19	-4	12	-1
O=C(O)c1cccc(N/N=C/c2cn(-c3ccccc3)nc2-c2cccs2)c1	-1.1	-4	10	-6	47*	61*	4	36	-4
COc1ccc(C)cc1NC(=O)CN1CCN(S(=O)(=O)c2ccc(C(C)C)cc2)CC1	-0.9	-4	13	22	8	6	-3	8	-2
Cc1cc(Nc2c(C)n(C)n(-c3ccccc3)c2=O)n2c(nc3ccccc32)c1C#N	0.1	-1	28	-9	11	11	16	6	1
CCOc1ccc(-n2c(SCC(=O)NC3CCS(=O)(=O)C3)nnc2-c2cccnc2)cc1 (stereo not given)	1.4	3	22	-19	8	3	-3	14	-1
O=c1cc(O)c2c(=O)n(-c3ccccc3)c3c(c2o1)CCCCC3	-2.6	0	15	-12	-6	4	2	7	-3
COc1ccc(S(=O)(=O)N2CCOCC2)cc1NC(=O)c1ccncc1	-1.5	1	-9	10	-2	5	-3	8	3
O=C(O)c1ccc(CNCc2cccc(Cl)c2Cl)cc1	1.4	1	17	12	5	-3	-1	13	-1
O=C(CN1CCN(Cc2ccccc2)CC1)N/N=C/C=C/c1ccccc1[N+](=O)[O-]	-0.1	0	0	7	7	0	-3	6	-2
Nn1c(SCC(=O)NC(=O)NC2CCCC2)nnc1-c1ccccc1F	-1.3	-2	2	0	-11	-14	0	21	-2
CC(C)(C)OC(=O)N1CCC(c2c(C(=O)N3CCN(C(=O)c4ccco4)CC3)cnn2-c2ccc(F)cc2F)CC1	-0.2	-3	-9	9	5	7	0	13	1
NS(=O)(=O)c1ccc(NC(=S)NC(=O)c2ccco2)cc1	-2.2	0	11	17	8	16	-2	11	-4
CC(Oc1ccccc1)C(=O)NC1=NCCS1 (stereo not given)	-4.0	1	0	-7	-14	8	-2	2	0
OCC[C@@H]1C[C@H](O)[C@@H](O)[C@@]2(CCCc3ccccc3O2)O1	-1.9	-6	17	5	0	14	6	11	1
O=C(CSc1ncccn1)N/N=C/c1ccc2c(c1)OCO2	-1.1	1	8	12	11	16	6	3	1

Next records:
SMILES	MPTP block	MIN6 prolif	tim23-1 inh	APJ antagonist	tim10-1 inh	TIM10 inh	APJ ag	NLRP3 yeast inh	NR3A LBD binder
O=C(NCCC(=O)N1CCC2(CC1)NCCc1[nH]cnc12)c1cccc(C(F)(F)F)c1	-0.6	-1	10	-3	15	2	-1	-4	-1
O=C(COC(=O)c1ccc(O)cc1)NC(=O)NCc1ccccc1	-0.4	3	2	-3	3	4	0	7	2
O=C(CSc1n[nH]c(=O)n1-c1cccnc1)Nc1ccccc1	-1.2	-1	-10	12	-7	12	-1	10	2
Cc1c(-c2nnnn2-c2ccc(F)cc2)cnc2cc3c(cc12)OCO3	0.1	-1	20	-6	26	16	0	-1	0
O=[N+]([O-])c1ccc(N2CCN(S(=O)(=O)c3ccccc3)CC2)cc1NCC1CCCO1 (stereo not given)	-0.3	0	9	-14	8	10	-1	13	2
CC(C)=NOC(=O)c1ccc(-c2ccccc2)cc1	0.0	0	42	-18	54*	39	-16	38	0
Cc1cc(C)n(-c2nc3ccccc3c(=O)n2OC2CCCCC2)n1	-0.5	-3	35	16	36	23	-3	9	-1
Nc1ncnc(N2CCOCC2)c1N	-0.4	-2	20	-19	4	9	-1	6	0
COc1ccc(NC(=O)CN(C)S(=O)(=O)c2cnc[nH]2)cc1	-0.6	6	-8	-14	-17	7	-3	-6	0
CC(C)c1ccc(C(=O)OCC(=O)NC2CCCC2)cc1	-0.9	-2	12	14	29	3	-1	20	-1
Cc1nnsc1C(=O)N1CCC(C(=O)c2ccccc2)CC1	1.4	-3	1	24	-3	17	0	1	0
CCCC(=O)c1cc(-c2nc3ccccc3n2C)n(C)c1	-0.9	0	17	9	23	0	-1	18	-3
CC1CCN(CCCN2C(=O)C3C(C(=O)Nc4ccc(Cl)cc4)C4C=CC3(O4)C2C(=O)NC2CCCCC2)CC1 (stereo not given)	-0.6	-2	9	13	-27	7	-1	4	-2
Cc1cc(C(=O)N/N=C/c2ccccn2)n[nH]1	0.6	-1	13	-9	-12	4	-2	22	1
COc1ccccc1C(=O)Nc1nnc(S(=O)(=O)N2CCCCC2)s1	1.2	-4	44	7	48*	19	-4	18	-2
CCc1nccn1C(=O)c1cnn2c(C(F)F)cc(-c3ccccc3)nc12	nt	-3	-95	21	20	25	2	6	nt
CCOC(=O)C1=C(C)Nc2sc(C(=O)c3ccc(F)cc3)c(N)c2C1c1ccc(C(=O)OC)cc1 (stereo not given)	6.3	-4	2	8	7	9	-4	11	13*
Cc1ccc(N(CC(O)Cn2c3ccccc3c3ccccc32)S(C)(=O)=O)c(C)c1 (stereo not given)	5.9	-5	27	8	33	21	1	-9	4
COc1ccccc1N1CCN(C(c2ccc(C)cc2)c2nnnn2C(C)C)CC1 (stereo not given)	-2.7	-3	33	-11	32	23	-4	5	-2
CC1CCC(NS(=O)(=O)c2ccc3c(c2)CC(=O)N3)CC1 (stereo not given)	0.0	-2	7	-37	5	-6	4	14	3
CCC(CC)C(=O)Nc1nnc(S(=O)(=O)Nc2ccccc2C)s1	2.2	-4	9	-2	24	4	0	-10	-21
CCOc1cc2c(cc1OCC)C(c1ccc(F)cc1)NCC2 (stereo not given)	1.2	-1	8	-13	12	-10	-4	2	-1
COc1ccc(-c2noc(CN(C)S(=O)(=O)c3ccc(Cl)cc3)n2)cc1OC	0.8	-1	4	22	-2	-37	3	31	1
O=C1CCC(/C=C/c2ccccc2)=NN1Cc1ccc(F)cc1	-0.1	-1	-14	0	16	3	0	-12	2
Nc1ccccc1C(=O)Nc1cccc(C(=O)O)c1	-0.6	0	-1	10	-1	1	-1	15	0

Single records, as listed above. Screens in order: MPTP block	MIN6 prolif	tim23-1 inh	APJ antagonist	tim10-1 inh	TIM10 inh	APJ ag	NLRP3 yeast inh	NR3A LBD binder
Record of `Nc1ncnc(N2CCOCC2)c1N` = -0.4	-2	20	-19	4	9	-1	6	0
Record of `Cc1ccc2nc(C)cc(C(=O)OCC(=O)Nc3cccnc3Cl)c2c1` = 0.2	-1	4	-18	21	-9	-1	7	-6
Record of `CCOc1ccc(NC(=O)CSc2nnc(CCNC(=O)c3ccc(OC)cc3)n2CC)cc1` = -1.8	0	3	17	16	5	-2	1	6

Additional records:
SMILES	MPTP block	MIN6 prolif	tim23-1 inh	APJ antagonist	tim10-1 inh	TIM10 inh	APJ ag	NLRP3 yeast inh	NR3A LBD binder
CC(C)(C)C(=O)Nc1cc2c3c(c1)CCN3C(=O)CC2	1.2	-1	-12	4	-6	3	1	19	-1
CCN(CC)c1ccc(C=N/C(C#N)=C(\N)C#N)cc1	12	0	30	-3	15	14	1	23	27*
NC(=O)c1nsc(C(=O)N(Cc2ccco2)C(C(=O)NCC2CCCO2)c2ccc(F)cc2)c1N (stereo not given)	-1.2	0	9	-16	2	1	-2	5	-1
CCSc1nnc(-c2cccc(S(=O)(=O)N(CC)CC)c2)n1Cc1ccccc1	-0.5	0	26	-6	31	29	-1	13	-11
O=C(NCc1ccccc1)c1nc[nH]c1C(=O)NCc1ccccc1	0.2	0	30	0	-3	21	-2	-11	-1
CC(C)(c1ccccc1)c1ccc(OCc2ccc(C(=O)O)o2)cc1	-0.9	0	1	-45	-22	2	-4	12	-3
COc1ccccc1-c1nc(SCC(=O)NCc2ccco2)c2c(=O)n(C)c(=O)n(C)c2n1	-0.4	10	-8	6	-14	-3	-3	1	2
COc1ccc(C(=O)CSc2nnc(-c3ccccc3)o2)cc1	-2.5	0	-6	22	-4	-3	-4	23	0
COc1cccc(NS(=O)(=O)CC23CCC(CC2=O)C3(C)C)c1 (stereo not given)	-4.0	0	4	21	16	21	-2	1	1
O=C(Nc1cccnc1)c1ccc(Cl)c(Cl)c1	0.9	0	11	-13	-14	-1	8	34	-1
CC(C)(C)n1nc2c(c1NC(=O)c1ccco1)CS(=O)C2 (stereo not given)	0.0	1	8	6	6	14	0	11	0
CCSc1nnc([C@H](Cc2ccccc2)NC(=O)OC(C)(C)C)o1	1.6	1	14	3	25	23	-2	4	1
Nc1nonc1-n1nnc(C(=O)N/N=C/c2ccc(Cl)cc2Cl)c1CN1CCCCC1	4.8	-2	-36	16	-38	-30	-3	6	-5
CC(Sc1nnc2c(n1)C1CCC2(C)C1(C)C)C(=O)Nc1ccccc1 (stereo not given)	0.3	0	15	4	20	15	-3	-16	1
O=C(CNC(=O)c1cccc(Br)c1)N/N=C/c1ccc2c(c1)OCO2	0.6	1	-6	5	-3	5	-2	10	0
COc1ccc(CCC(=O)NNC(=O)c2cccs2)cc1	-0.4	-5	6	13	0	9	5	6	0
O=C(O)COc1ccc(-c2nnn(Cc3ccccc3F)n2)cc1	-0.5	-2	5	18	1	8	-3	15	-3
C/C=N\NC(=O)CNC(=O)CNC(=O)c1ccccc1	-1.0	-3	-11	-4	-4	1	-1	5	-2
O=C(Nc1ccccc1)NC1(C(=O)NCc2ccco2)CCCCC1	0.5	1	15	-12	1	0	1	-2	1
O=C1NC(=S)S/C1=C1\Sc2ccccc2N1CCCS(=O)(=O)O	-1.0	0	5	20	6	1	-3	24	0
CCn1nnnc1SCC(=O)N1CCOCC1	1.6	0	-4	8	7	-2	-5	9	2
O=C(CCc1ccccc1)Nc1nc2ccc(S(=O)(=O)N3CCOCC3)cc2s1	2.1	-3	-5	7	2	-7	1	7	1
COc1ccccc1Nc1nc(-c2sc(NC(=O)C(C)(C)C)nc2C)cs1	0.0	-6	34	6	21	16	7	17	1
CC1CCN(CCCNC(=O)c2n[nH]c(=O)c3ccccc23)CC1	-1.2	0	-3	-1	11	9	-5	-11	2
CCNC(=O)Cc1ccc(Br)cc1	-3.8	0	0	19	-7	1	3	0	2
CCCOc1ccc(N2C(=O)CC(N(CCOC34CC5CC(CC(C5)C3)C4)C(C)=O)C2=O)cc1 (stereo not given)	-0.8	-5	36	-21	39	40	0	7	1

High-throughput results as filed in PubChem.
